# Rpn11 block: Rpn11 (human) deubiquitinase inhibition. O00487. human 26S proteasome, Ub4-pepOG fluorescence polarization; 20S core pre-blocked with epoxomicin. calls only at 20 µM. hit rate 0.59% among 360,000;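 active = inhibition at 20 µM, scaled to each plate's controls, above about 33%, limit read from the data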
# LMPTP inh: blocks human LMPTP phosphatase | hit rate 0.22% among 360,000 | P24666 | AID 651560 | recombinant LMPTP-A, OMFP fluorogenic substrate, fluorescence intensity | inhibition, % at 20 µM;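 active = compounds that cut the enzyme signal by at least half of the control window in the single-dose screen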;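 also: plate controls were DMSO wells with enzyme plus substrate for no effect and substrate without enzyme for full effect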
#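 Test system – LMPTP-A phosphatase enzyme · Quantity – 0.625 nM LMPTP-A final · Reagent – OMFP substrate, 400 µM final · Dosing – one test concentration per compound, 20 µM, with 3% DMSO overall · Timing – 50 min enzyme reaction at room temperature, protected from light · Detection – fluorescence intensity · Controls – substrate-only low control, DMSO enzyme-plus-substrate high control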
# SUMO1-SIM PPI: alters human SUMO1 binding to SIM partners; P63165; SUMO1 binding to a labelled peptide, TR-FRET, 1 h; hit rate 0.33% among 360,000; inhibition, % at 20 µM; in the data active = inhibition above about 37%
# STEP inh: STEP (human) phosphatase inhibition | inhibition, % at 20 µM | P54829 | recombinant STEP, OMFP fluorogenic substrate, fluorescence | hit rate 0.25% among 360,000;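 active = inhibition at 20 µM, scaled per plate between control wells, above about 37%, limit read from the data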;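 also: 0% = DMSO with enzyme and substrate and 100% = substrate only without enzyme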
#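 medium = Bis-Tris buffer pH 6.0, 2.5 mM DTT, 0.005% Tween 20 | test system = STEP (striatal-enriched tyrosine phosphatase) enzyme, cell-free | measure = normalized % inhibition | compound dosing = 20 µM, 1% DMSO | also added = 25 µM OMFP | schedule = reaction 20 min, ambient temperature | measured by = fluorescence read at 480 nm ex / 540 nm em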
# DNMT1 block: DNMT1 (human) enzyme inhibition | P26358 | DNMT1 molecular beacon, Hinp1I cleavage, fluorescence | inhibition (reported as % activation of signal), % at 10 µM | hit rate 0.83% among 360,000; in the data active = inhibition above about 50%
# Scp1 inh: blocks human Scp-1 phosphatase activity; AID 493091; hit rate 0.88% among 340,000; Q9GZU7; Recombinant Scp1, phosphopeptide, malachite green phosphate absorbance; inhibition, % at 20 µM;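 active = inhibition above about 50% at 20 µM, limit read from the data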;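 also: plate controls were DMSO wells with enzyme for no effect and wells lacking enzyme for full effect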
#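 Test system – truncated SCP-1 phosphatase (76-261aa) · Reagent – Phosphorylated 17-residue peptide substrate · Incubation – 45 min room-temperature reaction, 5 min colour, 30 min stabiliser · Detection – colorimetric phosphate reagent with accelerator and stabiliser, absorbance at 630 nm · Measure – % inhibition at 20 µM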
# Neddylation inh: blocks human cullin neddylation; TR-FRET cullin neddylation, biochemical; calls only at 25 µM; hit rate 0.58% among 360,000; in the data active = inhibition above about 36%
# Rin1-Abl PPI inh: inhibitors of human Rin1-Abl protein interaction; TR-FRET Rin1/Abl binding, biochemical; inhibition, % at 7.35 µM; hit rate 0.4% among 360,000; AID 588664; in the data active = inhibition above about 5%, passing the limit was not always enough
# NadD block: NadD (S. aureus) enzyme inhibition; inhibition, % at 20 µM; purified NadD enzyme, colorimetric absorbance read-out; AID 602399; hit rate 0.78% among 360,000; in the data active = inhibition above about 26%; also: some compounds past the cut are filed as inactive
# CSN inh: CSN deneddylation inhibition; Q92905; Purified CSN, SCF-Nedd8-OG deneddylation, fluorescence polarization; inhibition, % at 12.5 µM; hit rate 0.38% among 360,000;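 active = pattern-corrected inhibition above about 35%, with an unprinted fluorescence ratio check between 0.5 and 1.5, limit read from the data, passing the limit was not always enough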;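 also: 0% = enzyme with substrate and 100% = substrate without enzyme; some results filed as inactive read as strong as hits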
#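 Test system: purified human Csn5 enzyme expressed in HEK293T cells. Amount: 0.24 nM enzyme. Reagent: SCFSkp2-Nedd8OG substrate at 10 nM final. Schedule: 90 min incubation of compound, enzyme and substrate at room temperature. Detection: fluorescence polarization. Read-out: % inhibition of substrate cleavage by Csn5.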
# Active calls of the source: *; i = inactive; & = joins results of further samples. This is a subset. The share of hits here may be higher or lower than overall.
SMILES,Rpn11 block,LMPTP inh,SUMO1-SIM PPI,STEP inh,DNMT1 block,Scp1 inh,Neddylation inh,Rin1-Abl PPI inh,NadD block,CSN inh
CC[C@@H]1C(=O)OC[C@@H]1Cc1cncn1C,i,-1.8&-3.3,4.0&-1.5,-2.9&-1.5,-0.6&-0.4,-3.8&-3.8,i,-1.7&-3.3,1.0&4.1,-1.9&-7.8

# Assay outcomes as filed in PubChem BioAssay.
